AHR activator: activates the human aryl hydrocarbon receptor | 2.5% of 320,000 active | P35869 | AHR-responsive luciferase reporter cells, luminescence | activation, % at 5 µM | AID 2796; in the data active means activation above about 47%;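 further: 0% = vehicle wells and 100% = reference agonist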
MEX-5 binding: C. elegans MEX-5 TCR-2 RNA binding activity; MEX-5/FITC-TCR2 RNA binding, fluorescence polarization; active compounds read low; activity score (negative = inhibition of binding), % at 10 µM; 0.38% of 300,000 active;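 active means inhibition past about -25% in most replicates, and total fluorescence under double the plate's negative control median, limit read from the data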;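 further: 0% = DMSO and -100% = 5 µM competing unlabeled TCR2 RNA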
Fam108B inh: blocks mouse Fam108B hydrolase in RBBP9 counter-screen | recombinant Fam108B, FP-Rh probe fluorescence polarization | AID 1947 | inhibition, % at 9.51 µM | 0.33% of 300,000 active;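 active means inhibition above the screen mean inhibition plus 3 SD, computed separately per campaign, cut at about 18% in these data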;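 further: inhibitors lower polarization as less probe binds the enzyme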
PME-1 primary: blocks human protein phosphatase methylesterase 1; Q9Y570; recombinant PME-1, FP-Rh probe fluorescence polarization; inhibition, % at 5.9 µM; 0.53% of 320,000 active;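 active means inhibition above the campaign mean of all compounds plus 3 SD, cut at about 26% in these data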;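 further: competitive labeling of PME-1 active site by serine hydrolase directed probe; 0% = PME-1 with DMSO and 100% = wells lacking PME-1 enzyme; inhibitors block probe labeling so polarization falls and inhibition rises; many of its hits are not listed in these tables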
MCL1 BIM primary: MCL1-BIM-BH3 interaction inhibition (human) | Q07820 | GST-MCL1 / FITC-Bim-BH3 fluorescence polarization | inhibition, % at 10.9 µM | 0.68% of 320,000 active | AID 2057;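 active means inhibition above the mean inhibition of all tested compounds plus 3 SD, set per campaign, cut at about 40% in these data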;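 further: 0% = DMSO wells and 100% = unlabeled Bim-BH3 peptide control; higher means more loss of mP so more displacement of Bim peptide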
PAFAH1B2 inh: blocks human PAF acetylhydrolase 1b catalytic subunit 2; recombinant PAFAH1B2, FP-rhodamine activity probe, fluorescence polarization; 1.2% of 340,000 active; inhibition, % at 3.39 µM; P68402;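 active means inhibition above the mean of all tested compounds plus 3 SD, cut at about 24% in these data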;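 further: 0% = enzyme with DMSO and 100% = wells lacking PAFAH1B2; many of its hits are not listed in these tables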
GLD-1 TGE inh: GLD-1-TGE RNA interaction inhibition (C. elegans); Q17339; purified GLD-1 + fluorescein TGE RNA, fluorescence polarization; inhibition, % at 5.96 µM; 0.44% of 320,000 active; AID 2280;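 active means percent inhibition above a per-plate cutoff, the plate mean of test compounds plus 3 SD, cut at about 30% in these data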;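 further: 0% = DMSO wells with GLD-1 and probe and 100% = wells lacking GLD-1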
Target sequence (Q17339 whole entry, looked up): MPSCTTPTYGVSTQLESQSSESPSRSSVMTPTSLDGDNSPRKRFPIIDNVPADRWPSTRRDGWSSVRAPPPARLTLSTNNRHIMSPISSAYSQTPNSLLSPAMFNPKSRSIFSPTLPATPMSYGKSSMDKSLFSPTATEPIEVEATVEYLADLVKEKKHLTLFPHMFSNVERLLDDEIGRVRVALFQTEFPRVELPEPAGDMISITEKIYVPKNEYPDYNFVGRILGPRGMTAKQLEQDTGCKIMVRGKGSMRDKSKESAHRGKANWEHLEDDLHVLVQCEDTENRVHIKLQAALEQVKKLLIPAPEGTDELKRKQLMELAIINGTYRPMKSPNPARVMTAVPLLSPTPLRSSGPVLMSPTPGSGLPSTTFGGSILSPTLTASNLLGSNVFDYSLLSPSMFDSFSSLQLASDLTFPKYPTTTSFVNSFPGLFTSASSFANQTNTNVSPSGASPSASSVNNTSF
pPAFAH inh: pPAFAH (human) enzyme inhibition. Q13093. recombinant pPAFAH, FP-rhodamine probe fluorescence polarization. inhibition, % at 3.39 µM. 1.5% of 330,000 active. AID 463082;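 active means inhibition above the mean inhibition across the screen plus 3 SD, cut at about 25% in these data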;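 further: inhibitors block binding of the rhodamine activity-based probe so polarization drops; 0% = enzyme with DMSO and 100% = wells lacking pPAFAH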
Target sequence (Q13093 whole entry, looked up): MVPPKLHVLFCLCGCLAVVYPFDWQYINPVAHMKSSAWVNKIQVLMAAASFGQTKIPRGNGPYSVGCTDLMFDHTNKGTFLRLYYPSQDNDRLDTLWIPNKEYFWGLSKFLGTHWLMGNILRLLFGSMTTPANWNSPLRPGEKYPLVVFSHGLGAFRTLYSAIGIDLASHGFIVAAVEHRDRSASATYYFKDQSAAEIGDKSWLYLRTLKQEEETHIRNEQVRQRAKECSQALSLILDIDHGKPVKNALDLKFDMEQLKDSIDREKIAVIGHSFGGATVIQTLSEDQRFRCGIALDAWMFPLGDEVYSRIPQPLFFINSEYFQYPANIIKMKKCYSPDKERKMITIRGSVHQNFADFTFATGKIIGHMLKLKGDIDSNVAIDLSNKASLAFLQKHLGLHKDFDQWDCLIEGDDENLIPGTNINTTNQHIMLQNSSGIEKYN
Bcl-xL primary: Bcl-xL (human) inhibition | Q07817 | GST-Bcl-xL / FITC-Bim BH3 peptide fluorescence polarization | inhibition, % at 10.9 µM | 0.7% of 320,000 active | AID 2129;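 active means inhibition above the mean of all tested compounds plus 3 SD, cutoff set per campaign, cut at about 30% in these data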;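 further: 0% = DMSO wells and 100% = unlabeled Bim-BH3 peptide competitor; inhibitors lower millipolarization by displacing the labeled peptide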
* = called active by the depositor; nt = no result given. An excerpt; rates above refer to the full screens.

SMILES	AHR activator	MEX-5 binding	Fam108B inh	PME-1 primary	MCL1 BIM primary	PAFAH1B2 inh	GLD-1 TGE inh	pPAFAH inh	Bcl-xL primary
COCCNc1c(-c2ccc(O)cc2)nc2ccc(Cl)cn12	4	0.1	3	4	9	4	7	-1	9
CCCCOc1ccc(-c2ncc([N+](=O)[O-])cn2)cc1	-1	2.4	0	6	2	8	18	4	9
CCC(=O)N1c2ccccc2[C@@H](N(C(C)=O)c2ccccc2)C[C@H]1C	0	-1.1	2	0	5	-1	1	0	5
COc1cccc(C(=O)NN2CCOCC2)c1	-3	-0.1	-2	3	3	-3	4	0	7
CC(=O)Nc1ccc2c(CSc3nnc(-c4cccnc4)n3-c3ccc(C)cc3C)cc(=O)oc2c1	1	0.3	-4	2	-12	-2	4	-4	-4
N#CCCN(C(=O)COC(=O)c1cc2ccccc2oc1=O)c1ccccc1	16	nt	nt	4	5	-3	8	-4	3
CC(=O)Nc1ccc(NC(=O)CSc2nc3ccccc3c(=O)n2CCCN2CCOCC2)cc1	-2	nt	nt	nt	nt	5	6	0	nt
CC1=C(C(=O)OCc2ccc3c(c2)OCO3)C(c2ccccc2)NC(=O)N1 (stereo unspecified)	6	1.8	-1	-8	0	10	1	3	0
COc1cc(S(=O)(=O)N2CCOCC2)cc(C(=O)OCC(=O)NC2CCCCC2)c1OC	-1	nt	nt	-1	-4	3	4	2	-3
Cc1cc(C)nc(SCCC(=O)Nc2ccc(F)cc2)n1	-3	-0.2	3	2	5	2	1	2	7
Cc1ccc(CNC2CCCCC2)s1	-1	-0.2	1	2	8	9	0	-2	2
Cn1c(SC/C=C/c2ccccc2)nnc1-c1cnccn1	2	2.8	4	-6	3	4	-2	-5	-1
CN1C(=O)CSC1=NC12CC3CC(CC(C3)C1)C2	2	-1.8	-1	7	11	11	6	-2	10
C=CCNC(=S)NCC1COc2ccccc2O1 (stereo unspecified)	-2	1.2	6	-1	10	0	6	-8	6
O=C(CSc1ncccn1)N1CCC(Cc2ccccc2)CC1	-1	-1.3	-1	5	3	0	7	2	6
COC(CNc1ccc([N+](=O)[O-])c(NCC(OC)OC)c1C#N)OC	7	-2.6	1	-1	0	6	3	3	-2
Cc1cc(C)c(C)c(OCCN2CCOCC2)c1	-3	0.8	-1	-3	10	0	4	1	5
O=C(NCCc1ccccc1)[C@@H]1CC=C[C@@H]2CCN(Cc3ccc(Cl)c(Cl)c3)C(=O)[C@@H]21	4	-0.6	-2	-1	6	-1	-7	10	9
CCCOc1ccc(C(=O)NCC(C)(C)N2CCOCC2)cc1	2	nt	2	0	-2	1	-1	3	2
Cn1cc([N+](=O)[O-])c(C(=O)N/N=C/c2ccccc2)n1	3	1.2	-4	-4	-5	-1	9	6	0
O=C(CCn1c(=O)c2sccc2n(Cc2cc(=O)n3ccccc3n2)c1=O)NCc1ccco1	-1	2.3	4	-2	14	-2	5	6	5
O=C(O)c1ccc(OCC(O)Cn2c3ccccc3c3ccccc32)cc1 (stereo unspecified)	-2	-4.7	-4	-9	5	3	8	5	2
COc1ccc(S(=O)(=O)N2CCCCCC2)cc1NS(=O)(=O)c1cc(C(=O)O)cc(C)c1C	0	nt	nt	-3	1	7	1	-2	3
CSc1ccc(/C=N/NC(=O)c2ccccc2Cl)cc1	7	-0.5	-3	-5	6	2	-1	6	7
Cc1nc(-c2cccc(-c3noc(C)n3)c2)no1	-4	-0.9	-1	-6	8	0	8	4	8
COC(=O)Cc1csc(NC(=O)c2ccc3ncsc3c2)n1	3	nt	nt	-3	16	4	1	1	15
CC(=O)NN1C(=O)/C(=C\c2ccc(Br)o2)SC1=S	1	-0.9	4	-28	71*	-4	8	27*	33*
CC(=O)Nc1ccc(S(=O)(=O)N2CCC3(CC2)CC(=O)c2ccccc2O3)cc1	-3	-0.7	-3	1	5	2	3	-2	3
COc1cc([N+](=O)[O-])cc([N+](=O)[O-])c1NC(=O)N1CCOCC1	-3	-3.0	3	2	1	8	3	1	7
CSC(=O)CC(=O)NC(=O)c1ccccc1	1	2.1	0	-7	-2	4	1	6	3
COc1ccccc1N1C(=O)C2CC=CC(C)C2C1=O (stereo unspecified)	2	-1.7	1	-5	2	-2	1	1	4
CC(=O)Nc1ccc(S(=O)(=O)Nc2cc(Cl)ccc2N2CCOCC2)cc1	-1	nt	nt	nt	nt	6	-2	3	nt
NS(=O)(=O)c1ccc(N2CCN(S(=O)(=O)Cc3ccccc3)CC2)nc1	-1	nt	nt	nt	nt	3	-1	10	nt
O=C(CCN1C(=O)[C@@H]2Cc3ccccc3CN2C1=O)N[C@@H](Cc1ccccc1)C(=O)O	0	2.0	1	-1	-3	6	4	1	-4
O=C(Nc1c(C(=O)N2CCOCC2)cnn1-c1ccccc1)c1ccccc1	1	1.1	-4	3	7	-3	2	8	3
CC(C)=CCc1c(O)c(CC=C(C)C)c2occ(-c3ccc(O)cc3)c(=O)c2c1O	22	3.2	-12	6	0	3	3	10	0
O=C(COCc1cc(-c2ccc3c(c2)OCO3)on1)N1CCN(c2cccc(C(F)(F)F)c2)CC1	1	1.7	-3	-10	-1	13	3	1	5
CCCC(=O)C1=C(N2CCCCC2)CC(C)(C)C(C(=O)OC)C1=O (stereo unspecified)	0	0.4	-2	-1	-3	8	4	-1	2
CCc1nnc(NC(=O)C2CCCN2C(=O)Nc2ccccc2OC)s1 (stereo unspecified)	-7	1.3	-3	-4	-1	-2	0	0	4
O=c1[nH]cc(S(=O)(=O)c2ccccc2)[nH]1	0	2.7	0	0	8	5	8	2	4
CCOc1cc(N2CCOCC2)c(OCC)cc1NC(=O)C1=NN(c2cccc(C)c2)C(=O)CC1	11	-0.6	0	6	-6	1	2	8	0
COc1ccc(C(=O)COC(=O)C(C(C)C)N2C(=O)C3C4C=CC(C4)C3C2=O)cc1 (stereo unspecified)	0	0.1	0	-3	-5	3	2	3	-1
COC(=O)[C@H](CCSC)NC(=O)NCc1cccs1	0	0.8	2	-1	-4	-3	4	-2	2
O=C(CNC(=O)c1cccc(OC(F)F)c1)OCc1cc(=O)n2cc(Br)ccc2n1	2	-1.0	3	-6	-1	0	-1	4	3
Cc1ccc2nc(SCC(=O)N3CCC(C)CC3)nc(=O)n2c1	3	1.9	1	-4	10	2	-11	0	1
Cc1ccc(CN2CCN(/N=C/c3cc(Br)ccc3F)CC2)cc1	-1	0.4	-2	0	5	1	-2	6	4
O=C(CN(c1ccccc1)S(=O)(=O)c1ccccc1)NCCSCc1ccco1	0	1.9	-4	-12	19	3	5	3	6
CCCCCn1c(CN2CCN(C(=O)OCC)CC2)nc2c1c(=O)n(C)c(=O)n2C	-2	0.2	0	-1	3	2	5	0	1
Cc1ccc(CN2CCN(CC(=O)N=Nc3c(O)[nH]c4ccccc34)CC2)cc1	10	-1.1	-4	-5	0	8	-2	-12	-1
COCCNC(=O)c1ccccc1NC(=O)c1ccc(Cl)c(S(=O)(=O)Nc2ccc(C)cc2C)c1	1	1.8	-8	-9	-1	-1	7	-5	2
COc1cc(NC(=O)COc2ccccc2Cl)ccc1NC(=O)c1cccs1	17	1.4	1	-4	8	2	-1	10	2
CCCCn1c(CNC(=O)c2cccs2)nc2ccccc21	16	-1.1	0	2	1	9	3	2	5
Nc1ccc[n+](Cc2ccccn2)c1	-1	-5.7	-6	-5	9	6	10	2	9
O=C(NN=Cc1ccccc1Cl)c1ccc(-n2cnnn2)cc1	-4	nt	nt	nt	nt	5	-1	4	nt
On1c(-c2ccccc2)nc2ncccc21	6	4.0	-3	-3	2	6	-1	1	1
Cc1ccc(O)c(C(=O)c2cc(C#N)c(=O)n(-c3c(C)n(C)n(-c4ccccc4)c3=O)c2)c1	2	-7.0	3	-3	7	-1	15	4	14
Cn1nc(C(=O)OCCN2C(=O)c3ccccc3C2=O)c2ccccc2c1=O	-1	0.6	0	5	1	5	3	2	3
Cc1ccc(S(=O)(=O)N2CCN(C(=O)CSc3nccn3C)CC2)cc1	1	1.3	-2	0	1	22	-2	3	-3
COc1ccc(C(=O)Nc2ccc(NC(=O)CSc3nnc(-c4ccncc4)n3C)cc2)cc1	-5	1.8	-1	-4	0	5	7	2	5
COC(=O)c1cc2ccsc2n1CC(=O)NCC1CCCO1 (stereo unspecified)	2	2.1	-4	10	-3	0	0	-2	1
Following part.
SMILES	AHR activator	MEX-5 binding	Fam108B inh	PME-1 primary	MCL1 BIM primary	PAFAH1B2 inh	GLD-1 TGE inh	pPAFAH inh	Bcl-xL primary
COC(=O)c1c(NC(=O)CSc2ncn[nH]2)sc(C)c1C	5	-0.8	-2	-3	71*	3	32*	3	56*
O=C(COc1coc(CN2CCc3ccccc3C2)cc1=O)Nc1ccc(Cl)cc1	5	2.3	1	-3	1	-5	-1	4	3
Cc1c(Br)c([N+](=O)[O-])nn1C(C)C(=O)NCC1CCCO1 (stereo unspecified)	-1	1.0	0	-2	-3	6	2	5	8
CN(CC(=O)N1CCc2ccccc21)S(=O)(=O)c1cccc2cccnc12	16	1.0	1	8	0	5	0	-3	1
O=C(Nc1nc2cc3c(cc2s1)OCCO3)C1=COCCO1	-12	1.0	2	-10	4	-2	5	4	2
CC(C)Cc1csc(NC(=O)c2ccc(Cl)cc2)c1C(=O)O	9	3.8	4	-19	3	5	3	11	3
COc1ccc2oc(C(=O)N3CCCc4ccccc43)c(C)c2c1	12	0.0	3	-1	2	3	7	8	4
Cc1c(NS(=O)(=O)c2cc(C(=O)O)ccc2Cl)c(=O)n(-c2ccccc2)n1C	2	0.3	2	8	3	5	-4	-7	4
CCOc1ccccc1NC(=O)COC(=O)C(CC(C)C)N1C(=O)C2CC=CCC2C1=O (stereo unspecified)	2	-2.4	1	-13	5	4	3	-5	3
O=C(CSC1=NC(=O)C(c2ccccc2)C(=O)N1)Nc1ccccc1Cl (stereo unspecified)	4	-0.2	-2	0	3	-4	-5	2	11
CCCCC[C@@H]1C=C(C(=O)O)[C@H](c2ccc(CC)cc2)N1S(=O)(=O)c1ccc(C)cc1	0	nt	nt	nt	nt	17	8	-6	nt
CCN(CC(=O)Nc1ccc(NC(C)=O)cc1)C(=O)c1cccnc1Sc1ccc(C)c(C)c1	-2	-1.7	1	-4	-12	-3	9	3	-5
CCOC(=O)C1CCCN(C(=O)c2cn(C)c3ccc(S(=O)(=O)N(C)C)cc3c2=O)C1 (stereo unspecified)	3	nt	-2	2	2	2	2	-12	5
Cc1nn(-c2ccccn2)c2c1C(=O)CC(C)(C)C2Br (stereo unspecified)	0	0.4	1	0	1	5	1	-3	2
CCn1c(CS(=O)Cc2ccc(Cl)cc2Cl)nnc1SCc1c(Cl)cccc1Cl (stereo unspecified)	-2	2.4	-1	1	-3	4	2	3	-5
O=C(COC(=O)CCc1c[nH]c(=O)[nH]1)Nc1ccccc1	1	nt	1	-2	18	1	13	2	18
C#CCOCCOCCOCCNc1nc(N2CCOCC2)nc(N2CCN(C(=O)Cn3cc(CCCN=C(N)N)nn3)CC2)n1	-2	-1.0	2	-1	3	10	1	3	4
COc1ccc(N/C=C2/CCCCC2=O)cc1	-2	-2.1	4	1	5	-3	10	2	7

An excerpt from above with just GLD-1 TGE inh.
Molecule | GLD-1 TGE inh
CCCCC[C@@H]1C=C(C(=O)O)[C@H](c2ccc(CC)cc2)N1S(=O)(=O)c1ccc(C)cc1 | 8
CCN(CC(=O)Nc1ccc(NC(C)=O)cc1)C(=O)c1cccnc1Sc1ccc(C)c(C)c1 | 9

Compound activity (PubChem BioAssay)
